GalR3 antagonist: blocks the human galanin receptor 3; actives 0.44% (n = 360,000); inhibition, % at 3 µM; O60755; HEK293 GalR3-CNG cAMP membrane potential fluorescence; galR3 body fused to GalR1 C-terminus;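 active means inhibition above the screen-wide average plus 3 SD, cut at about 13% in these data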;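 further: forskolin and galanin both at EC90 stimulate the cells; cAMP rise reported by CNG channel membrane potential dye signal; 0% = forskolin plus galanin with DMSO and 100% = forskolin alone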
Target sequence (O60755 1-299 limits assumed): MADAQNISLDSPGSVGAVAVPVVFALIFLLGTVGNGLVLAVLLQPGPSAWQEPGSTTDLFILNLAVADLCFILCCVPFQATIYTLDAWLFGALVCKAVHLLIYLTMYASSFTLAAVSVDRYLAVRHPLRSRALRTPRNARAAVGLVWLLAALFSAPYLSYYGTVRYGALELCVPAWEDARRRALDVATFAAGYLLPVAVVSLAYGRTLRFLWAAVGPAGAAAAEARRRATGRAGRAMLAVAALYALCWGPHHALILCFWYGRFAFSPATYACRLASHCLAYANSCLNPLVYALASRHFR
NALP1 yeast inh: NALP1 inhibition. S. cerevisiae NALP1/ASC/caspase-1 growth, X-gal OD620, 72 h. actives 0.61% (n = 280,000). inhibition, % at 10 µM; in the data active means inhibition mostly above about 24%, no sharp cut-off; inactive means mostly below about 32%; further: some compounds called inactive have numbers as strong as hits
GPR7 antagonist: antagonists of human GPR7 (neuropeptides B/W receptor 1). P48145. GPR7-expressing cells, fluorescence antagonist assay. inhibition, % at 4.4 µM. actives 1.1% (n = 290,000); in the data active means inhibition above about 16%, passing the limit was not always enough;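 further: cells stimulated with the agonist NPW; 0% = agonist with vehicle and 100% = vehicle without agonist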
Target sequence (P48145 whole entry, looked up): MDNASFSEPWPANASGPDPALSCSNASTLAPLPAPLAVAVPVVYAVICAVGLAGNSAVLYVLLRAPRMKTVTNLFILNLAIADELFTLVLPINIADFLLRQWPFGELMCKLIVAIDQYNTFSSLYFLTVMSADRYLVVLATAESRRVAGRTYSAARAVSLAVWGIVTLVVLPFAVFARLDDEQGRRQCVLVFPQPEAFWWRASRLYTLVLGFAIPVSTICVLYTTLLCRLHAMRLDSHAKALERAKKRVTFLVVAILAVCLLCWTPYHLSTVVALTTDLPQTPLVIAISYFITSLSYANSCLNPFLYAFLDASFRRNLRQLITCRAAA
MEKK2mut PB1 HTS: signal of MEK5 binding to mutant human MEKK2 PB1 domain; bead flow cytometry, Alexa488-MEK5 binding to MEKK2 mutant; percent response, % at 10 µM; AID 1530; actives 0.35% (n = 290,000); in the data active means percent response above about 24%, passing the limit was not always enough; further: inactives centre near 1; some results filed as inactive read as strong as hits
OXTR potentiate: potentiators of human oxytocin receptor. P30559. CHO-OTR cells, Fluo-8 calcium fluorescence, potentiator mode; 0% = oxytocin EC15, 100% = EC100. activation, % at 3 µM. actives 0.061% (n = 320,000);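 active means activation above that plate's cutoff, the mean activation of tested compounds plus 3 SD, cut at about 6.6% in these data, passing the limit was not always enough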;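 further: 100% uses oxytocin at 75 nM as the full agonist control; some results filed as inactive read as strong as hits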
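System: human OTR in CHO cells / Also added: sub-maximal oxytocin, roughly EC15 / Control set: EC15 oxytocin low, 75 nM oxytocin high / Schedule: 6 min compound pre-incubation at room temperature, 100 s kinetic read / Compound: single-point 3.0 µM / Replication: singlicate / Technique: Fluo-8 calcium dye fluorescence / Read-out basis: % activation of max/min ratio relative to oxytocin controls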
M18AAP inhibitor: PfM18AAP enzyme inhibition; recombinant PfM18AAP, H-Glu-NHMec fluorogenic cleavage; inhibition, % at 7.35 µM; actives 1.2% (n = 290,000); AID 1822;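 active means inhibition above the campaign mean inhibition over all tested compounds plus 3 SD, cut at about 28% in these data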;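 further: 0% = plate median of test compound wells and 100% = 2 mM ZnCl2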
V1R ag counter: V1a receptor agonism, counter-screen for OXTR agonists; actives 0.25% (n = 320,000); activation, % at 3 µM; P37288; AID 2797; CHO-V1R cells, Fluo-8 calcium fluorescence, agonist mode; 0% DMSO, 100% 3 nM vasopressin;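 active means activation above the mean activation of all tested compounds plus 3 SD, per screening run, cut at about 20% in these data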;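 further: signal is peak over basal fluorescence ratio across a 100 second FLIPR read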
Target sequence (P37288 whole entry, looked up): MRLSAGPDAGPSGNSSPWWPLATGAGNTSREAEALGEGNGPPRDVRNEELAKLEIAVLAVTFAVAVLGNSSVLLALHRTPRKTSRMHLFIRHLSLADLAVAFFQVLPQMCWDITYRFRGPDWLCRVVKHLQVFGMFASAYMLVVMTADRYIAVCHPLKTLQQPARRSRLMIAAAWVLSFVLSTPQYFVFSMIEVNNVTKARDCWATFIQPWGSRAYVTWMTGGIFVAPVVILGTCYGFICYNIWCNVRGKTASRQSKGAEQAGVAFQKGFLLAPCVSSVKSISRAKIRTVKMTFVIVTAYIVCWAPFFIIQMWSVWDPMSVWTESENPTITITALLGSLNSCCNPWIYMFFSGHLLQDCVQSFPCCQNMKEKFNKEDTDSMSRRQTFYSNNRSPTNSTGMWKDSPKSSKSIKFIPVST
OXTR agonist: agonists of human oxytocin receptor; CHO-OTR cells, Fluo-8 calcium fluorescence; normalized: DMSO 0%, oxytocin 100%; activation, % at 3 µM; actives 0.32% (n = 320,000);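 active means activation above the mean of all tested compounds plus 3 SD, cutoff set per screening run, cut at about 20% in these data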;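 further: peak over basal fluorescence ratio from a 100 s FLIPR kinetic read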
MEKK2 WT-MEK5: raises or lowers MEK5 binding to wildtype human MEKK2 PB1 domain; bead flow cytometry, Alexa488-MEK5 binding to MEKK2 WT; actives lie on both sides; binding response (% of control), % at 10 µM; actives 1.1% (n = 290,000); AID 1531; in the data active means binding response below about 67% or above about 130%
The depositor's hits bear a star; nt = not tested or not shown; & = joins results of further samples. Compounds as they come; 4.1% or so of the library scored in one or more.

Order of values – GalR3 antagonist | NALP1 yeast inh | GPR7 antagonist | MEKK2mut PB1 HTS | OXTR potentiate | M18AAP inhibitor | V1R ag counter | OXTR agonist | MEKK2 WT-MEK5
O=C(c1cc(-c2cccs2)nc2ccccc12)N1CCN(c2ccccc2)CC1
→ -3 | 14 | -11 | -3 | -6 | -4 | -0.2 | -1.2 | 97
Cc1cc(NCc2ccccc2Cl)n2nnnc2n1
→ 0 | 15 | -4 | 13 | -10 | -7 | -1.1 | 1.1 | 99
O=S(=O)(c1cc(Cl)sc1Cl)N1CCCC1
→ -3 | -4 | -8 | -3 | 0 | -3 | -1.2 | -2.8 | 93
COc1ccc(C2C(C#N)=C(C)NC3=C2C(=O)c2ccccc23)cc1 (stereo unspecified)
→ -2 | 10 | -16 | -3 | -5 | 3 | -0.1 | -0.2 | 98
CCc1ccc(/C=C2/SC(=S)N(CCC(=O)Nc3cccnc3)C2=O)cc1
→ -1 | 21 | -9 | 4 | -2 | 2 | 0.9 | 0.5 | 100
COc1ccc(C(=O)NCc2oc(-c3ccccc3)cc2C(=O)O)cc1
→ -3 | 27 | -14 | -7 | -10 | -5 | -0.3 | -0.2 | 97
COC(=O)c1ccc(CNC(=O)CSc2nnc(COc3ccccc3)n2C)o1
→ -2 | 5 | -6 | 4 | -7 | -10 | 0.6 | -0.1 | 102
O=C(Nc1ccc(Sc2ccc(Br)cc2)cc1)c1ccco1
→ -4 | -18 | -7 | 5 | -16 | 3 | 1.0 | -0.5 | 111
CC1CN(C(=O)COC(=O)c2ccc(N)c([N+](=O)[O-])c2)CC(C)O1 (stereo unspecified)
→ -6 | 9 | -3 | 5 | -4 | 0 | 0.6 | 2.3 | 110
CCOC(=O)C(CC)(CC)C(=O)/C=C/c1ccc(OC)cc1
→ -7 | 9 | 5 | -2 | -14 | 14 | -1.4 | -2.4 | 98
CC(C)(C)NC(=O)NC(=O)COc1ccccn1
→ -3 | 13 | -6 | -3 | -6 | 0 | 1.0 | 1.7 | 98
Cc1ccc(NS(=O)(=O)c2ccc(-c3coc(C)n3)cc2)c(C)c1
→ -9 | 3 | -6 | 8 | -24 | -3 | 3.9 | 3.2 | 107
O=C(NCCCn1ccnc1)/C(=C/c1ccco1)NC(=O)c1ccco1
→ -6 | 1 | -7 | -11 | 9 | -2 | 0.3 | 0.1 | 70
CCCCCn1c(N2CCC(Cc3ccccc3)CC2)nc2c1c(=O)[nH]c(=O)n2C
→ nt | nt | -16 | 2 | -8 | -2 | -1.0 | -0.4 | 92
COc1ccc([N+](=O)[O-])cc1NC(=O)CCc1ccccc1
→ -2 | 12 | -3 | nt | -3 | 0 | -0.5 | -1.2 | nt
N/C(=N\OC(=O)Cc1ccccc1)c1cccnc1
→ -7 | 6 | 3 | 4 | -1 | 4 | -0.1 | 0.2 | 104
O=C(c1ccccc1)c1ccc(-n2ccnc2)c([N+](=O)[O-])c1
→ -10 | 18 | -7 | -1 | -8 | -1 | 8.4 | 5.5 | 99
O=S(=O)(NCC1CCCO1)c1cc(Cl)ccc1Cl (stereo unspecified)
→ -2 | -5 | 1 | -2 | -2 | -2 | -0.3 | -0.2 | 101
Cc1cc(C)cc(NC(=O)c2snc3c(=O)[nH]cnc23)c1
→ nt | 0 | -4 | -7 | nt | 1 | nt | nt | 88
CN(C)c1cccc(C(=O)OC(C(=O)Nc2ccc([N+](=O)[O-])cc2Br)c2ccccc2)c1 (stereo unspecified)
→ -1 | 30 | -16 | 10 | -6 | -8 | 0.3 | -2.3 | 114

Looked up by compound from above:
Order of values – GalR3 antagonist | NALP1 yeast inh | GPR7 antagonist | MEKK2mut PB1 HTS | OXTR potentiate | M18AAP inhibitor | V1R ag counter | OXTR agonist | MEKK2 WT-MEK5
O=C(c1cc(-c2cccs2)nc2ccccc12)N1CCN(c2ccccc2)CC1
→ -3 | 14 | -11 | -3 | -6 | -4 | -0.2 | -1.2 | 97
O=C(NCCCn1ccnc1)/C(=C/c1ccco1)NC(=O)c1ccco1
→ -6 | 1 | -7 | -11 | 9 | -2 | 0.3 | 0.1 | 70

(list continues)
Order of values – GalR3 antagonist | NALP1 yeast inh | GPR7 antagonist | MEKK2mut PB1 HTS | OXTR potentiate | M18AAP inhibitor | V1R ag counter | OXTR agonist | MEKK2 WT-MEK5
COc1ccc(CCNC(=S)NCc2cccs2)cc1OC
→ 4 | -16 | -12 | -13 | -18 | -4 | 0.5 | 1.0 | 84
Oc1c(Cl)cc(Cl)c(Cl)c1Cc1c(O)c(Cl)cc(Cl)c1Cl
→ nt | 121* | 8 | -1&-31 | -20 | -2 | 6.0 | 3.0 | 101&76
COc1ccc(CN2CN(S(=O)(=O)c3ccccc3)c3nc4ccccc4nc32)cc1
→ -6 | 9 | -5 | -20 | 1 | -5 | 1.0 | 0.1 | 81
COc1ccc(NC(=O)c2cc(-c3ccccn3)nc3ccccc23)cc1S(=O)(=O)N(C)C
→ -4 | nt | nt | nt | -5 | nt | 2.3 | 0.3 | nt
COc1ccccc1NC(=S)c1ccccc1
→ -4 | 6 | -5 | 0 | 4 | -5 | -0.6 | -2.6 | 108
CCOc1ccc(S(=O)(=O)N2CCN(C(=S)NCC3CCCO3)CC2)cc1 (stereo unspecified)
→ -2 | nt | nt | nt | -2 | nt | 2.9 | 2.6 | nt
Cc1ccc([N+](=O)[O-])cc1S(=O)(=O)N1CCCCC1C(=O)O (stereo unspecified)
→ -5 | -18 | -5 | -4 | -14 | 7 | -0.1 | -0.7 | 99
Cn1c(=O)c2c(nc(NCc3ccc4c(c3)OCO4)n2Cc2ccccc2Cl)n(C)c1=O
→ -2 | 13 | -5 | -2 | 2 | 2 | -0.7 | -2.4 | 99
CCc1cc(=O)oc2cc(OCC(N)=O)c(Cl)cc12
→ -4 | -13 | -1 | -2 | -3 | 0 | 1.8 | 1.7 | 102
CN1CCN(C(=O)/C(=C\c2ccc3c(c2)OCO3)NC(=O)c2cccs2)CC1
→ -6 | 9 | -5 | 2 | -2 | -1 | 1.1 | 0.2 | 104
Cc1ccc(-c2nnn(CC(=O)N(Cc3ccccc3F)C(C(=O)NC3CCCC3)c3ccncc3)n2)o1 (stereo unspecified)
→ -4 | 2 | -5 | 3 | 1 | 5 | -0.5 | -0.8 | 95
O=C(Nc1ccc(Cl)cc1)c1cc(S(=O)(=O)N2CCOCC2)cs1
→ -6 | -2 | -3 | 3 | -6 | -7 | 6.8 | 5.1 | 107
COc1ccc(S(=O)(=O)N2CCCCCC2)cc1C(=O)N(C)Cc1ccc(Cl)cc1Cl
→ -5 | nt | nt | nt | -15 | nt | -1.6 | -1.7 | nt
COC(=O)c1cccc(NC(=O)C(C)N2C(=O)c3ccccc3C2=O)c1 (stereo unspecified)
→ -2 | 12 | -9 | -1 | -6 | -11 | 0.5 | 0.5 | 95
O=c1[nH][nH]c2nc(C(F)(F)F)cc(C(F)(F)F)c12
→ -4 | 7 | -17 | 0 | 4 | 8 | 0.2 | 0.8 | 103
COc1ccccc1[C@]1(C)ON(c2ccccc2C(F)(F)F)C1=O
→ -6 | nt | nt | nt | -3 | nt | -0.2 | -2.3 | nt
COCCN(C(=O)COC(=O)c1ccccc1NCc1ccco1)c1c(N)n(Cc2ccccc2)c(=O)[nH]c1=O
→ 0 | nt | nt | nt | -1 | nt | -0.7 | 0.9 | nt
O=C(CSc1ccc(Cl)cc1)NN=C1CCCCCC1
→ -8 | -4 | -16 | 7 | -7 | 2 | 0.2 | 1.0 | 96
Cc1c(NC(=O)c2c([N+](=O)[O-])cnn2C)c(=O)n(-c2ccccc2)n1C
→ -9 | 7 | -5 | 1 | -7 | -3 | 1.2 | 0.2 | 105
O=C(Cc1ccccc1)Nc1ccc(SC(F)F)cc1
→ -5 | 34 | 19 | 17 | -5 | 2 | 0.7 | -0.9 | 103

New compounds follow:
Order of values – GalR3 antagonist | NALP1 yeast inh | GPR7 antagonist | MEKK2mut PB1 HTS | OXTR potentiate | M18AAP inhibitor | V1R ag counter | OXTR agonist | MEKK2 WT-MEK5
COc1cc(NC(=O)c2ccc([N+](=O)[O-])cc2)c(OC)cc1NC(=O)CC(C)C
→ 0 | -1 | -4 | -3 | 1 | -4 | 0.3 | 2.0 | 97
COc1cc2[nH]c(=S)nc(NCc3cccc(Cl)c3)c2cc1OC
→ -14 | -15 | 0 | 6 | -12 | 16 | 2.0 | -0.6 | 103
Cc1csc(NC(=O)CCn2c(=O)oc3ccc(Cl)cc32)n1
→ -2 | 6 | -7 | 1 | -11 | -1 | 2.2 | 5.5 | 107
CCC(NC(=O)N(Cc1ccccc1)Cc1ccc2c(c1)OCO2)(C(F)(F)F)C(F)(F)F
→ -4 | 33 | 5 | -5 | -10 | 1 | 0.3 | -0.9 | 94
COC(=O)c1ccccc1NC(=O)CN1C(=O)c2ccccc2S1(=O)=O
→ -8 | 18 | -10 | 0 | -3 | -1 | 0.2 | -0.4 | 97
O=C(CSc1nnc(-c2ccco2)n1-c1ccccc1)N1CCN(C(=O)c2ccco2)CC1
→ -4 | 3 | -13 | 3 | -5 | -4 | -0.4 | -1.6 | 106
Cc1ccc(-c2csc3ncnc(N4CCN(C)CC4)c23)cc1C
→ -10 | 6 | -7 | 9 | -8 | -6 | -0.3 | -1.8 | 111
COc1c2c(c(C)c3c1C(=O)OC3)O[C@@]1(C)CC[C@@]3(O)C(C)(C)OC(=O)CC[C@]3(C)[C@H]1C2
→ -5 | -31 | nt | 1 | -2 | nt | -0.4 | 0.3 | 97
COC(=O)/C(C#N)=C/c1c(Oc2cccc(C)c2)nc2ccccn2c1=O
→ 1 | -6 | -12 | -2 | -11 | 0 | -0.6 | -2.3 | 96
COC(=O)[C@@H](NC(=O)NC1CCCCC1C)C(C)C (stereo partly specified)
→ -6 | 11 | -1 | -5 | -3 | -14 | -0.8 | 0.8 | 93
COc1ccc2[nH]c(=O)c(CNc3ccccc3OC)cc2c1
→ 2 | -10 | -4 | -19 | -4 | 9 | 4.2 | 6.0 | 90
Cc1cc(C)n(C(=O)c2cc3sccc3[nH]2)n1
→ 1 | 10 | -8 | 1 | 3 | -3 | -1.0 | -1.6 | 99
O=C(O)C1C2C=CC(O2)C1C(=O)Nc1ccc(S(=O)(=O)N2CCc3ccccc32)cc1 (stereo unspecified)
→ -9 | 15 | -4 | 3 | -4 | 2 | 0.9 | 0.7 | 101
COc1ccccc1N1CCN(C(=O)COc2cccc3ccccc23)CC1
→ -1 | 8 | -10 | 3 | -6 | -2 | -0.4 | -1.5 | 96
Cc1cccc(CN2CCC(CNC(=O)C3CCCN(S(=O)(=O)c4cnc[nH]4)C3)CC2)c1 (stereo unspecified)
→ nt | nt | -7 | 1 | -6 | -2 | -0.4 | 0.7 | 118
Cc1sc(NC(=O)CSc2nnc(C(C)C)n2C)c(C#N)c1C
→ -3 | -6 | -14 | 3 | -15 | 5 | -0.2 | -0.6 | 104
CC1CCc2sc(C(=O)OCC(=O)NCc3ccc(F)cc3)cc2C1 (stereo unspecified)
→ -3 | 32 | -2 | 4 | -5 | 2 | 2.5 | 0.1 | 105
Cc1ccc(C2=NN(CC(=O)NCc3ccco3)C(=O)CC2)cc1
→ -5 | 12 | -1 | 0 | -1 | 4 | -0.5 | -1.2 | 100
CC(C)(C)c1ccc(-c2nc(NCc3cccnc3)c3ccccc3n2)cc1
→ -5 | 11 | 23* | 1 | 3 | 2 | 1.1 | 2.1 | 119
